G6PDH counter: L. mesenteroides G6PDH inhibition counter-screen | Purified L. mesenteroides G6PDH, diaphorase/resazurin coupled fluorescence, 45 min | inhibition, % at 5 µM | actives 0.12% (n = 200,000) | AID 1020; in the data active means inhibition above about 50%
STAT3 act: activators of IL-6 induced STAT3 signaling | activation (% of control), % at 5.6 µM | U3A cells, IL-6 STAT3-luciferase reporter, luminescence; 100% = signal with IL-6 EC80 alone | actives 0.91% (n = 190,000);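 active means activation above the screen-wide mean of compound activation plus 3 SD, cut at about 130% in these data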;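 further: 0% = background luminescence of wells with medium and substrate only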
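Test system: STAT3-luciferase reporter U3A cells; Detection: reporter luminescence signal; Times: 1 h compound pre-exposure, 6 h IL-6 stimulation, 37 °C; Benchmarks: IL-6-only high control; Also added: IL-6 stimulus at 33 ng/mL final.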
APP 5UTR inh: APP translation inhibition; actives 0.82% (n = 190,000); inhibition, % at 2 µM; SH-SY5Y APP 5'UTR-luciferase reporter, luminescence; AID 1285;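 active means inhibition above a set limit, derived from the sample mean plus 3 SD, cut at about 45% in these data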; further: values of inactives mirror those of a sister screen read the other way
STAT1 inh: STAT1 signaling inhibition | NIH 3T3 STAT1-luciferase reporter, IFN-gamma, luminescence | inhibition, % at 5.5 µM | actives 0.35% (n = 200,000) | AID 920;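 active means inhibition above a set limit, the mean inhibition across all tested compounds plus 3 SD, cut at about 34% in these data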;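 further: 0% = IFN-gamma with DMSO and 100% = IFN-gamma with 300 µM nifuroxazide; values of inactives mirror those of a sister screen read the other way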
STAT3 inh: STAT3 signaling inhibition | U3A cells, IL-6 STAT3-luciferase reporter, luminescence; host cell line lacks STAT1 | inhibition, % at 5.5 µM | actives 0.89% (n = 190,000) | AID 862;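 active means inhibition above the mean inhibition across all screened compounds plus 3 SD, cut at about 44% in these data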;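 further: 0% = DMSO only wells and 100% = 100 µM nifuroxazide control wells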
STAT1 act: increases IFN-gamma driven STAT1 reporter signal | actives 2.6% (n = 200,000) | NIH 3T3 STAT1-luciferase reporter, luminescence; 100% = IFN-gamma alone, no compound | activation (% of control), % at 5.5 µM;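 active means activation above the screen-wide mean activation plus 3 SD, cut at about 130% in these data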;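 further: raw ratio to IFN-gamma control signal so 100% means no change and 0% no light; values of inactives mirror those of a sister screen read the other way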
TLR4-MyD88 BLA: blocks binding of human TLR4 to MyD88. O00206+Q99836. HeLa CL3-4 TLR4/MyD88 BLA complementation, FRET ratio. inhibition, % at 8.4 µM. actives 0.18% (n = 200,000); in the data active means inhibition above about 25%;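 further: 0% = vehicle and 100% = reference inhibitor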
Target sequence (O00206 whole entry, looked up): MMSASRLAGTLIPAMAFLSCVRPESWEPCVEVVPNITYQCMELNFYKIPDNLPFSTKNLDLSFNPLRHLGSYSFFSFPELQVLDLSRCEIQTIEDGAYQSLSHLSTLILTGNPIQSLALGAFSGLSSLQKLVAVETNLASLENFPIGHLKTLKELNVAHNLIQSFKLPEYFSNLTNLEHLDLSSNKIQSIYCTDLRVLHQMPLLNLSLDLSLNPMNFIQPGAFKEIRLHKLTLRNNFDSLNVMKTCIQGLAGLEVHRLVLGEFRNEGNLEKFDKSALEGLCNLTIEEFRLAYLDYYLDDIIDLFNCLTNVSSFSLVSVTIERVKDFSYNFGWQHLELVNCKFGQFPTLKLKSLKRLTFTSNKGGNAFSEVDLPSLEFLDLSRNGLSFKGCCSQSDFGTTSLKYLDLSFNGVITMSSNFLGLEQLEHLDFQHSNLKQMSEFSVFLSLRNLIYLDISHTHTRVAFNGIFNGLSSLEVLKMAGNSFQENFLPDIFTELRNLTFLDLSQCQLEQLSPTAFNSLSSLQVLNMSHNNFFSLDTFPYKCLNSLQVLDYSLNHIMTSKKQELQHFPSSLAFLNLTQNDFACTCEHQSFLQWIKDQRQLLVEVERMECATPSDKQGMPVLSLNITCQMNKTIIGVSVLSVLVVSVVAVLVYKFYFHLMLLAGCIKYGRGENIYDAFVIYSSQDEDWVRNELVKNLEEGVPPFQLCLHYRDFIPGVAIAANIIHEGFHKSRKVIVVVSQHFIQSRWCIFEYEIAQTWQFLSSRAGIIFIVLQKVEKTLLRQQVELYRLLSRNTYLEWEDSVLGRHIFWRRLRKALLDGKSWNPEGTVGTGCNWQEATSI
Target sequence (Q99836 whole entry, looked up): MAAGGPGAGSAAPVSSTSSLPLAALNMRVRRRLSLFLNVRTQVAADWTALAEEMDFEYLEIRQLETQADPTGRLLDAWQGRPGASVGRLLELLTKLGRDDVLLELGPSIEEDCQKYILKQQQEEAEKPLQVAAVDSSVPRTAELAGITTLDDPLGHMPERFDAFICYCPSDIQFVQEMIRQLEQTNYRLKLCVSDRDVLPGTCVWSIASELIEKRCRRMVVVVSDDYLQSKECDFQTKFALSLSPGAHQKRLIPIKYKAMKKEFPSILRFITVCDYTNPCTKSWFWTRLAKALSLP
Diaph act CS: counter-screen for diaphorase-based assays: diaphorase activators and chemical reducers; actives 0.005% (n = 190,000); activation factor at 20 µM; Diaphorase/resazurin coupled assay, resorufin fluorescence, 16 min; hits give high values; 1 = vehicle wells, 0 = NADH-free wells; AID 1229;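 active means diaphorase activity raised at least twofold by the compound at 20 µM; inactive means activation factor below 2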
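Assay system: bacterial diaphorase enzyme (C. kluyveri) / Input: enzyme 0.07 U/mL final / Medium: 50 mM HEPES pH 7.4 with 4.542 mM MgCl2, 0.005% Tween 20 / Doses: single compound dose of 20 µM, 1% DMSO final / Incubation: 16 min enzyme reaction, ambient temperature / Signal: fluorescence, excitation 544 nm and emission 590 nm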
Hsp70 activator: transcriptional activators of Hsp70; HeLa Hsp70 promoter luciferase reporter, luminescence; scaled: vehicle 0, proteasome-inhibitor control 100%; activation, % at 10 µM; actives 0.04% (n = 200,000); AID 1203;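 active means activation above the mean across all tested compounds plus 3 SD, cutoff set per campaign, cut at about 5.5% in these data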;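 further: 100% = MG132 at 30 µM as the positive control and 0% = DMSO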
Diaph inh CS: diaphorase inhibition or chemical oxidation counter-screen. inhibition, % at 20 µM. actives 0.69% (n = 190,000). diaphorase resazurin-to-resorufin fluorescence, NADH, 16 min; bacterial (C. kluyveri) enzyme, not human;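 active means primary screen inhibition at 20 µM above a set limit, cut at about 50% in these data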;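 further: plate controls were DMSO with full reaction for no effect and wells lacking NADH for full effect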
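Benchmarks: positive control wells lacking NADH, neutral wells with DMSO only. System: bacterial diaphorase enzyme (C. kluyveri). Input: 0.14 U/mL diaphorase, enzyme working solution. Detection: resorufin fluorescence, excitation 544 nm, emission 590 nm. Times: 16-min room-temperature incubation before reading.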
Starred values were filed as active, the others as inactive; / = no result given.

entry	mol	G6PDH counter	STAT3 act	APP 5UTR inh	STAT1 inh	STAT3 inh	STAT1 act	TLR4-MyD88 BLA	Diaph act CS	Hsp70 activator	Diaph inh CS
1	COc1ccc(CN(C2CCCC2)S(=O)(=O)c2ccc(-n3cnnn3)cc2)cc1	3	101	5	0	-1	99	-7	0.8	-0.2	23
2	COc1ccccc1OCC(=O)Nc1cc(S(=O)(=O)N2CCCCC2)ccc1N1CCCCC1	-1	116	-12	6	-19	95	14	0.7	-0.4	32
3	N#CC1=C(N)Nc2nc3ccccc3n2C1c1ccc(Cl)cc1 (configuration not stated)	6	90	0	-12	14	111	-8	1	-0.4	0
4	COc1cc(/C=C/C(=O)Nc2ccc(C(C)=O)cc2)cc(OC)c1OC	-1	93	3	3	10	97	0	1.1	-0.2	-5
5	CC(C)c1cc(C(=O)Nc2cccnc2)no1	14	99	-70	-23	5	121	-7	1	0.0	-3
6	Cn1c(=O)n(Cc2ccccc2)c2ccccc21	12	91	-9	3	16	99	3	0.9	0.0	7
7	CCOC(=O)c1c(NC(=S)Nc2cc([N+](=O)[O-])ccc2OC)sc2c1CCCCC2	-23	103	-10	-4	0	104	9	0.8	-0.3	23
8	COc1cc(/C=N\NC(=O)CN2CCOCC2)ccc1OCC(=O)Nc1ccc(C)c(C)c1	1	107	-9	5	-8	95	4	1	-0.2	0
9	COc1ccc(N(C(C)C(=O)N2CCC(Cc3ccccc3)CC2)S(C)(=O)=O)cc1 (configuration not stated)	1	58	12	26	50*	76	-5	0.8	-0.3	20
10	O=C(CCN1C(=O)C2C3C=CC(C3)C2C1=O)Nc1ccccc1F (configuration not stated)	-1	105	3	0	1	100	-11	0.8	-0.2	18

Among those listed so far, 4 contain sulfur.
entry	mol	G6PDH counter	STAT3 act	APP 5UTR inh	STAT1 inh	STAT3 inh	STAT1 act	TLR4-MyD88 BLA	Diaph act CS	Hsp70 activator	Diaph inh CS
1	COc1ccc(CN(C2CCCC2)S(=O)(=O)c2ccc(-n3cnnn3)cc2)cc1	3	101	5	0	-1	99	-7	0.8	-0.2	23
2	COc1ccccc1OCC(=O)Nc1cc(S(=O)(=O)N2CCCCC2)ccc1N1CCCCC1	-1	116	-12	6	-19	95	14	0.7	-0.4	32
7	CCOC(=O)c1c(NC(=S)Nc2cc([N+](=O)[O-])ccc2OC)sc2c1CCCCC2	-23	103	-10	-4	0	104	9	0.8	-0.3	23
9	COc1ccc(N(C(C)C(=O)N2CCC(Cc3ccccc3)CC2)S(C)(=O)=O)cc1 (configuration not stated)	1	58	12	26	50*	76	-5	0.8	-0.3	20

Copied from the list.
Cn1c(=O)n(Cc2ccccc2)c2ccccc21 @ Diaph act CS: 0.9
COc1ccccc1OCC(=O)Nc1cc(S(=O)(=O)N2CCCCC2)ccc1N1CCCCC1 @ G6PDH counter: -1
CCOC(=O)c1c(NC(=S)Nc2cc([N+](=O)[O-])ccc2OC)sc2c1CCCCC2 @ APP 5UTR inh: -10
COc1cc(/C=N\NC(=O)CN2CCOCC2)ccc1OCC(=O)Nc1ccc(C)c(C)c1 @ APP 5UTR inh: -9
N#CC1=C(N)Nc2nc3ccccc3n2C1c1ccc(Cl)cc1 (configuration not stated) @ STAT1 act: 111

Additional structures
entry	mol	G6PDH counter	STAT3 act	APP 5UTR inh	STAT1 inh	STAT3 inh	STAT1 act	TLR4-MyD88 BLA	Diaph act CS	Hsp70 activator	Diaph inh CS
11	COC(=O)CCC(=O)c1oc2ccc(Br)cc2c1N	5	93	-6	-9	12	108	-15	0.8	1.7	17
12	O=C(Nc1ccc(F)cc1)C1CC(=O)n2cnnc2N1 (configuration not stated)	-2	105	1	-5	-2	105	12	0.9	0.1	9
13	CCOC(=O)c1ccc(NS(=O)(=O)c2cc(-c3nnnn3C(C)C)ccc2OC)cc1	14	105	12	3	-4	97	5	0.8	-0.2	22
14	COc1ccc(CC(=O)OCC(=O)NC(=O)NC2CCCCC2)cc1	9	102	-11	-7	0	107	-11	0.9	-0.1	7
15	Cn1c(C(=O)N2CCCC2)cc2c(=O)n(C)c3ccccc3c21	0	99	-5	6	10	95	-7	0.7	0.2	26
16	CC(C)c1onc(C(=O)NCc2ccc(Cl)cc2)c1[N+](=O)[O-]	-17	100	8	13	-1	88	10	0.9	-0.1	13
17	CCOC(=O)Nc1nnc(-c2ccccc2OC)s1	6	115	-11	2	-12	98	3	1.1	0.1	-5
18	CC(C)C(=O)Nc1ccc(C(=O)NN2C(=O)c3ccccc3C2=O)cc1	7	105	-11	2	-6	99	5	0.9	0.1	7
19	CCn1ncc(C2=NOC(C(=O)NCc3ccc(OC)cc3)C2)c1C (configuration not stated)	-2	106	-5	8	-1	93	5	1	-0.5	-4
20	O=C(NCCN1CCCC1)C1CCN(S(=O)(=O)N2CCC3(CC2)OCCO3)CC1	-2	103	6	-1	-6	101	-4	0.9	-0.2	8

Shown with one line to a screen: 2 of the compounds above.
[15] Cn1c(C(=O)N2CCCC2)cc2c(=O)n(C)c3ccccc3c21
[20] O=C(NCCN1CCCC1)C1CCN(S(=O)(=O)N2CCC3(CC2)OCCO3)CC1

| Compound | 15 | 20 |
| --- | --- | --- |
| G6PDH counter | 0 | -2 |
| STAT3 act | 99 | 103 |
| APP 5UTR inh | -5 | 6 |
| STAT1 inh | 6 | -1 |
| STAT3 inh | 10 | -6 |
| STAT1 act | 95 | 101 |
| TLR4-MyD88 BLA | -7 | -4 |
| Diaph act CS | 0.7 | 0.9 |
| Hsp70 activator | 0.2 | -0.2 |
| Diaph inh CS | 26 | 8 |

Later entries:
entry	mol	G6PDH counter	STAT3 act	APP 5UTR inh	STAT1 inh	STAT3 inh	STAT1 act	TLR4-MyD88 BLA	Diaph act CS	Hsp70 activator	Diaph inh CS
21	CCOC(=O)CNc1c(-c2ccc(OC)cc2)nc2ccc(Cl)cn12	4	109	-16	-23	-7	119	3	0.9	0.1	11
22	Cc1ccc(S(=O)(=O)NCC(=O)NCc2ccncc2)cc1	-1	108	-3	0	-7	97	6	1	-0.1	1
23	S=C(NC1CCCCC1)N(CCc1nc2ccccc2[nH]1)C1CCCC1	3	96	-16	0	9	100	-2	0.7	0.9	26
24	Cc1ccc(S(=O)(=O)N2CCCC2CO)cc1 (configuration not stated)	3	103	-5	1	1	99	-8	0.9	-0.6	15
25	COc1cc([N+](=O)[O-])ccc1NC(=O)CN1CCCC1	6	100	0	-2	10	100	-8	1.1	-0.3	-12
26	Cc1cc(C)cc(Oc2cc(NC(=O)c3cn(C)nc3C)cc([N+](=O)[O-])c2)c1	2	92	0	0	8	100	0	0.9	-0.2	13
27	O=C1c2ccccc2C(=O)N1CCCCN(C(=O)c1cccc([N+](=O)[O-])c1)c1ccc(Cl)cc1	5	101	-5	4	11	97	1	0.8	-0.2	16
28	O=C(Nc1cccnc1)c1c(O)c2cccc3c2n(c1=O)CC3	-6	108	-5	-8	-6	108	-13	0.8	-0.2	21
29	O=C(O)CN1CCCCCC1=O	10	105	-5	7	-4	92	2	1	-0.3	1
30	O=S1(=O)Nc2c(ccc3cccnc23)-c2ccccc21	36	108	60*	8	-3	92	7	0.7	-0.2	32

Next part:
entry	mol	G6PDH counter	STAT3 act	APP 5UTR inh	STAT1 inh	STAT3 inh	STAT1 act	TLR4-MyD88 BLA	Diaph act CS	Hsp70 activator	Diaph inh CS
31	Cc1cc(C)n2nc(CC(=O)NCc3ccc(F)cc3)nc2n1	-1	99	-15	0	5	100	-9	1	-0.3	-3
32	CCCC1(C(=O)OCC)NC(c2cc(OC)c(OC)c(OC)c2)C2C(=O)N(CC)C(=O)C21 (configuration not stated)	-2	105	6	0	-6	100	-11	0.9	-0.4	6
33	CCOc1ccc(C2C(C(=O)OC)=CN(CCOC)C=C2C(=O)OC)cc1	-12	100	7	0	6	99	-16	0.9	-0.3	8
34	Cc1cccc(-c2nnc(NC(=O)c3ccc(Cl)cc3)o2)c1	-1	97	-10	-7	10	106	0	1	-0.3	0
35	Clc1ccc(OCCSc2nnnn2C2CCCCC2)cc1	16	99	20	-10	2	109	7	0.8	0.0	18
36	COc1ccccc1S(=O)(=O)Cc1ccc(C(=O)N2CCN(c3ccc(C)cc3)C(C)C2)o1 (configuration not stated)	-8	96	-30	17	4	82	-8	0.9	-0.3	11
37	O=C(Nc1ccc(OCC(=O)N2CCOCC2)cc1)Nc1cccc2ccccc12	15	97	-15	0	6	99	2	0.9	0.1	6
38	Fc1ccc(N2CCN(c3nc(CN4CCOCC4)nc4scc(-c5ccccc5)c34)CC2)cc1	-6	100	0	8	2	93	-7	0.8	-0.1	18
39	COc1cccc(C(=O)OC2CCCN(C)C2)c1 (configuration not stated)	4	102	-12	-3	3	103	12	0.9	-0.1	11
40	Cc1ccc(C)c(OCC(=O)N/N=C/c2ccsc2)c1	4	99	-10	-3	3	102	5	1	-0.1	-2

Carrying on.
entry	mol	G6PDH counter	STAT3 act	APP 5UTR inh	STAT1 inh	STAT3 inh	STAT1 act	TLR4-MyD88 BLA	Diaph act CS	Hsp70 activator	Diaph inh CS
41	COc1ccc(S(=O)(=O)Cc2ccc(C(=O)N3CCOCC3)o2)cc1	8	100	17	0	0	101	-17	0.8	-0.3	16
42	CCOc1ncccc1C(=O)N(CC)CC(=O)Nc1ccc(NC(C)=O)cc1	3	101	10	9	1	92	-4	0.9	0.0	14
43	CCN1CCN(C(=S)c2ccc(Cl)c(Cl)c2)CC1	-5	98	/	7	2	91	2	0.9	-0.4	10
44	CCN(CC)CCCN1C(=O)C(O)=C(C(=O)c2cc3ccccc3o2)C1c1ccccn1 (configuration not stated)	5	101	-6	13	1	88	4	0.9	-0.2	13
45	CCOc1ccc(-c2nnc(-c3ccncc3)o2)cc1OCC	6	111	-14	-8	-5	107	2	1.1	0.0	-10
46	COc1ccc(OC)c(NC2c3ccccc3C(=O)N2c2cccnc2)c1 (configuration not stated)	8	102	10	0	2	100	6	1.1	-0.1	-7

Screens (PubChem)
